Source: PubChem (National Center for Advancing Translational Sciences (NCATS))
GALK inhibitor – inhibitors of human galactokinase; P51570; Purified GALK, Kinase-Glo residual ATP luminescence; Potency, µM (series often up to 57.5 µM), for the others: top-dose activity change, negative = inhibition, usual class: inhibitors; actives 0.007% (n = 270,000); AID 1868; note: potency is the fitted concentration of half-maximal effect; % is set by controls: 0 for no effect and ±100 for the full control effect
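The enzyme phosphorylates galactose (100 uM) using ATP (35 uM); inhibition is detected as higher residual ATP, quantified by bioluminescence after 1 h reaction at room temperature, pH 8.0.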
Menin-MLL TR inh – displaces Texas Red mutant MLL peptide from human menin; O00255; Menin + Texas Red MLL mutant peptide, fluorescence polarization; Potency, µM (titrated, usually from 61.6 µM), for the others: at the highest dose FP activity change, negative = inhibition, most hits filed as inhibitors; actives 0.23% (n = 270,000); AID 1768; active = well fitted inhibition curve with a large enough effect in the polarisation, with a control signal flat, not every such curve was filed as active; inconclusive = small, poorly fitted or top-dose-only effect, or effect the other way, or a change in a side signal; inactive = no such curve, though single readings can be large or run the other way; the % refers to the polarisation; note: potency is the fitted concentration of half-maximal effect; % of control where 0% means no effect; many of its hits are not listed in these tables
Target sequence (O00255 whole entry, looked up): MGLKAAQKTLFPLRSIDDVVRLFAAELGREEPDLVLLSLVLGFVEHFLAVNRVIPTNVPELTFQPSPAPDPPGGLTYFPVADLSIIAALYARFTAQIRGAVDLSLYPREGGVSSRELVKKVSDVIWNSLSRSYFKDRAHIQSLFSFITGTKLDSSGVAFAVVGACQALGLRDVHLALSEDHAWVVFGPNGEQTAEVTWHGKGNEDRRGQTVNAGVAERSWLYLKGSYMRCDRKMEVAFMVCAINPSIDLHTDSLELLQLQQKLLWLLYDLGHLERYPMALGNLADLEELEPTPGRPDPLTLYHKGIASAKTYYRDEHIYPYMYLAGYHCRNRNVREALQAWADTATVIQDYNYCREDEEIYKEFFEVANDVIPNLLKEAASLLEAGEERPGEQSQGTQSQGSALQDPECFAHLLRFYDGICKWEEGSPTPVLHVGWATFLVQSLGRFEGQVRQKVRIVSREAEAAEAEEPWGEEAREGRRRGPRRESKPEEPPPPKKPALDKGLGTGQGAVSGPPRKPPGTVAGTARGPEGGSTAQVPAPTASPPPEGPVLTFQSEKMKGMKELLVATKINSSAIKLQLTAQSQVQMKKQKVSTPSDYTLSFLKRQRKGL
hERG WT inh – KCNH2 (human, wildtype) channel inhibition; Q12809; U2OS, BacMam KCNH2, thallium flux FluxOr; stronger effect = lower value; activity change, % at 1.84 µM; actives 0.37% (n = 340,000);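 active = maximum activity change below -70%; inconclusive = maximum activity change between -70% and -50%; inactive = maximum activity change above -50%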; note: % is set by controls: 0 for no effect and ±100 for the full control effect
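U2OS cells transduced with wild-type KCNH2 virus are loaded with FluxOr dye for 45 min, and thallium flux is measured in kinetic reads before and after stimulation buffer. Rate constants are normalized to DMSO controls.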
Mito fusion act – blocks mitochondrial division or promotes mitochondrial fusion; S. cerevisiae fusion-defective mutant growth rescue, CellTiterGlo 48 h; Potency, µM (series often up to 46.1 µM), inactives show at the top dose growth rescue (activation), hits mostly activators; actives 0.23% (n = 320,000);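 note: potency is the fitted concentration of half-maximal effect; % of control where 0% means no effect; nearly all actives have a fitted effect of over 45% in size; temperature-sensitive fusion mutants such as fzo1-1 at 37 °C on non-fermentable ethanol glycerol medium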
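Luminescent cell viability in 1536-well qHTS format served as the measure of rescued growth in ts fusion-mutant S. cerevisiae cultured on non-fermentable YPEG for 48 hours at 37C.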
Eya2 phos inh – Eya2 (human) phosphatase inhibition; O00167; Potency, µM (highest dose often 76.9 µM), without a hit: at the top dose activity, negative = inhibition, hits mostly inhibitors; AID 488837; actives 0.006% (n = 330,000); recombinant Eya2, OMFP fluorescence dephosphorylation (OMFP is methylfluorescein phosphate); note: potency is the fitted concentration of half-maximal effect; % is set by controls: 0 for no effect and ±100 for the full control effect
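Eya2 protein (added as 0.2 uM solution) was preincubated with compound for 10 min at ambient temperature in 50 mM HEPES pH 7.5, 50 mM NaCl, 5 uM MgCl2, 0.05% BSA, 1 mM DTT. OMFP (added at 50 uM) then reacted 10 min; fluorescence read at 485/525 nm.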
USP2a block – inhibitors of human ubiquitin-specific protease USP2a; O75604; USP2 core, Ub-CHOP2 coupled fluorogenic reporter, 485/531; Potency, µM (top dose mostly 38.3 µM), for the others: top-dose activity change, negative = inhibition, usual class: inhibitors; actives 0.01% (n = 330,000);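 note: potency is the fitted concentration of half-maximal effect; plate controls were DMSO wells for no effect and full inhibition by NEM control for full effect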
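Deubiquitinase activity read as fluorescence (485/531 nm) after Ub-CHOP2 cleavage activates the enterokinase reporter on its substrate; USP2 core 10nM, Ub-CHOP2 and substrate 25nM each, 30min compound preincubation then 60min RT; data normalized to NEM, curves fitted.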
MBNL1-CUG inh – inhibitors of human MBNL1 binding to CUG repeat RNA | Q9NR56 | TR-FRET MBNL1-His/biotin-(CUG)12 binding, 665/545 ratio | Potency, µM (doses to about 57.5 µM), for the others: at the top dose activity change, negative = inhibition, usual class: inhibitors | actives 0.036% (n = 280,000) | AID 2675; active = well fitted inhibition curve with a large enough effect in the signal ratio, with a control signal flat, not every such curve was filed as active; inconclusive = small, poorly fitted or top-dose-only effect, or effect the other way, or a change in a side signal; inactive = no such curve, though single readings can be large or run the other way; the % refers to the signal ratio; note: potency is the fitted concentration of half-maximal effect; % is set by controls: 0 for no effect and ±100 for the full control effect
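Inhibition of protein-RNA binding appears as loss of TR-FRET between terbium anti-His antibody on MBNL1-His and streptavidin-XL665 on biotin-(CUG)12. Activity is normalized to buffer-only and uninhibited-complex controls.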
ASM inhibitor – inhibitors of human secretory acid sphingomyelinase. placental ASM, HMU-PC fluorogenic substrate, 60 min. Potency, µM (doses to about 57.5 µM), for inactives: top-dose activity change, negative = inhibition, usual class: inhibitors. actives 0.006% (n = 340,000). P17405; note: potency is the fitted concentration of half-maximal effect
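qHTS format. ASM enzyme prepared from human placenta hydrolyses the fluorogenic substrate HMU-PC0 (9 uM final) over 60 min at 37 °C after a 10 min compound preincubation.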
PKM2 act – increases activity of human pyruvate kinase M2 | P14618 | purified PKM2, Kinase-Glo ATP luminescence, activation; response scale: 0% is enzyme alone, no compound | actives 0.34% (n = 260,000) | AID 1631 | Potency, µM (series often up to 57.5 µM), inactives show top-dose activation, actives largely listed as activators; note: potency is the fitted concentration of half-maximal effect; % is set by controls: 0 for no effect and ±100 for the full control effect; nearly all actives have a fitted effect of over 55% in size
Target sequence (P14618 whole entry, looked up): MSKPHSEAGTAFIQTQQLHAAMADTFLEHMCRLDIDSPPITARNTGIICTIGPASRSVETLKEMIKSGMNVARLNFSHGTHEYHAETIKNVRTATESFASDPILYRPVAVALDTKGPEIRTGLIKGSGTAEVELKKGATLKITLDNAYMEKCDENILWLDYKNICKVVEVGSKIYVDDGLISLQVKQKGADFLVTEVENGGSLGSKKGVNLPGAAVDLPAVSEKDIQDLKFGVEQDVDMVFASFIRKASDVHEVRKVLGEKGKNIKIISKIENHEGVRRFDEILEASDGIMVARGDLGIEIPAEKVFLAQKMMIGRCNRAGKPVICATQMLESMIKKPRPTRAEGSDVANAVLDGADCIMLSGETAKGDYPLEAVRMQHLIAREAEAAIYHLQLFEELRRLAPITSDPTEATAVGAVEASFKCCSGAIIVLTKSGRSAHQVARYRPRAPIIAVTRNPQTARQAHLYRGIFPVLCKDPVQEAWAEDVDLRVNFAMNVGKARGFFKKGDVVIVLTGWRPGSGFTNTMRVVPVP
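ATP formation by purified human PK-M2, quantified via coupled luciferase luminescence after 1 h at room temperature with 0.1 mM ADP and 0.5 mM PEP final.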
TSHR antag – blocks TSH signaling through the human TSH receptor; P16473; TSHR-expressing cells, TSH-stimulated cAMP HTRF, 2 h; stronger effect = lower value; activity change, negative = inhibition, % at 11.5 µM; actives 0.2% (n = 330,000); AID 504810;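 active = activity change below a set negative limit, meaning inhibition stronger than a set level, cut at about -70% in these data; inconclusive = activity change between two set negative limits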; note: % is set by controls: 0 for no effect and ±100 for the full control effect
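Read-out is FRET at 665 nm (cryptate excitation 337 nm) from a cryptate-tagged anti-cAMP antibody, competed by cell cAMP against cAMP-d2. Compounds are tested on freshly harvested TSHR cells challenged with 4nM TSH (EC80) for 2 hours at 37 deg C.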
Chronic BCR inh – chronic active BCR signaling inhibition; actives 0.05% (n = 340,000); AID 493014; ABC-DLBCL IkBa-CBG/CBR reporter, luminescence ratio, 4 h; Potency, µM (series often up to 46.1 µM), inactives show top-dose ratio change, negative = lower green/red ratio, actives largely listed as inhibitors; active = well fitted inhibition curve with a large enough effect in the signal ratio, with a control signal flat, not every such curve was filed as active; inconclusive = small, poorly fitted or top-dose-only effect, or effect the other way, or a change in a side signal; the % refers to the signal ratio;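 note: potency is the fitted concentration of half-maximal effect; plate controls were basal doxycycline-induced cells for no effect and cells given 10 µM MG132 for full effect; MG132 reads +100%, hits lower the ratio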
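Cell line TMD8 (human ABC DLBCL), stably expressing tet-inducible CBG68-IkBa fusion and CBR; IMDM/0.5% FBS; cpd up to 46 uM; dox induction, 4 h, 37C/5% CO2; dual luminescence; green/red ratio; MG132 control.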
Starred values were filed as active, the others as inactive; ? = inconclusive; . = not tested or not shown; & = joins results of further samples; [ ] = remark or other dose. Unless noted, calls come from the whole dose curve; as a rule, active = well fitted curve in the direction sought with a large enough effect; inconclusive = small, poorly fitted or top-dose-only effect, or another doubt; inactive = no such curve, though single readings can be large; an effect the other way counts as inactive or inconclusive.

SMILES	GALK inhibitor	Menin-MLL TR inh	hERG WT inh	Mito fusion act	Eya2 phos inh	USP2a block	MBNL1-CUG inh	ASM inhibitor	PKM2 act	TSHR antag	Chronic BCR inh
CN(C)c1ccc(C#Cc2ccc3cc(CCCO)oc(=O)c3c2)cc1	.	.	1	-12%	-2%	0%	.	279%[activator]	.	-14	?
COc1ccccc1CCNC(=O)Cn1ccc2cc(S(=O)(=O)N3CCCC3)ccc21	6%	-11%	-8	-11%	-1%	0%	7%	-1%	-1%	11	?
COc1ccc(OC)c(S(=O)(=O)NCC(=O)NC2CCCCCC2)c1	.	.	-11	3%	-8%	0%	.	3%	.	11	-1%
Cc1sc2nc(-c3ccccn3)[nH]c(=O)c2c1-c1ccccc1	1%	-6%	-4	3%	-3%	-4%	?	63%[activator]	0%	-44	?
Cc1cc(NC(=O)c2cc(-c3ccc4c(c3)OCO4)on2)n(-c2ccccc2)n1	-1%	17%	0	-7%	13%	4%	3%	3%	-1%	29	?
Cc1cc(C(F)(F)F)nc(-n2cc(-c3cccc(N)c3)nn2)n1	-2%	-6%	-5	-3%	-26%	0%	6%	-2%	-1%	-1	-4%
Nc1nc(C2CCCN2S(=O)(=O)c2ccc(Cl)cc2)cs1 (stereo unspecified)	0%	-3%	-5	-2%	1%	1%	-6%	0%	2%	-3	5%
O=C(OCC(=O)N(Cc1ccccc1)Cc1ccccc1)c1cccc(O)c1	.	.	40	3%	10%	6%	.	-2%	.	-17	0%
CC(C)c1ccc(C(CC(=O)c2ccc(Cl)cc2)C(=O)O)cc1 (stereo unspecified)	-8%	.	20	-2%	?	-1%	-4%	-2%	0%	-13	14%
O=C(NCCc1c[nH]c2ccccc12)c1cc([N+](=O)[O-])cc([N+](=O)[O-])c1	.	?	-8	1%	-15%	-1%	?	0%	.	9	-2%
Cc1cc(C)nc(NS(=O)(=O)c2ccc(N=NN(C)C)cc2)n1	3%	0%	-6	4%	-3%	0%	-7%	6%	0%	-4	-5%
O=C(O)CC1S/C(=N/N=C/c2ccccn2)NC1=O (stereo unspecified)	7%	.	5	1%	-30%	0%	.	0%	-13%	0	-21%
CC(=O)OCC1=C(C(=O)O)N2C(=O)C(NC(=O)C(C)Cn3cc(Cl)cn3)C2SC1 (stereo unspecified)	0%	-13%	7	-5%	-15%	-1%	-6%	-1%	24%	-4	0%
Cc1ccccc1OCC(=O)NCCCNC(=O)c1ccccn1	14%	0%	-3	-6%	-16%	2%	-1%	4%	4%	-5	1%
O=C(C(=O)N1CCN(c2ccc(F)cc2)CC1)N1CCCCC1	1%	0%	0	-4%	-1%	-1%	-3%	6%	4%	-12	?
Cc1cc2ncn(/N=C/c3ccc([N+](=O)[O-])o3)c2cc1C	-2%	.	21	-18%	-2%	3%	?	-5%	1%	-10	?
CC1=C(/C=C/C(C)=C/C=C/C(C)=C/C(=O)Nc2ccc(O)cc2)C(C)(C)CCC1	.	?	-5&-6	?	-19%&9%	-15%	.	?	11%	-16&-18	?
COc1ccccc1NCc1nnc(SCC(=O)N/N=C/c2ccco2)n1-c1ccc(Cl)cc1Cl	-1%	-13%	2	2%	0%	-2%	7%	1%	5%	1	-1%
O=C(N/N=C1/CCS(=O)(=O)c2ccc(F)cc21)c1cccnc1	1%	-12%	0	-5%	18%	-2%	.	0%	-3%	-7	?
Cc1ccc(N=C2C(=O)Nc3ccccc32)cc1C	2%	0%	-19	1%	11%	0%	?	2%	7%	2	0%
Cc1cccc(NC(NC(=O)c2ccccn2)C(Cl)(Cl)Cl)c1 (stereo unspecified)	-3%	-12%	4	9%	-11%	-1%	?	0%	-6%	13	0%
Cc1ccc(S(=O)(=O)NC(=O)COc2ccccc2C)cc1	0%	-2%	13	0%	2%	0%	-30%	5%	-16%	-13	13%
COc1ccc(/C=N/NC(=O)c2nc(-c3ccccc3)cc(-c3ccccc3)n2)cc1	-1%	-15%	-24	2%	-35%	-1%	0%	-10%	-5%	-15	-1%
COc1ccc(C(=O)N/C(=C\c2ccc3c(c2)OCO3)C(=O)N2CCOCC2)cc1	-2%	-11%	0	0%	?	-1%	2%	2%	.	-7	4%
Cc1ccc(C(=O)N2CCN(Cc3ccc4c(c3)OCO4)CC2)cc1C	.	-16%	-4	-5%	-6%	-1%	-1%	1%	3%	-15	-1%

Later entries:
SMILES	GALK inhibitor	Menin-MLL TR inh	hERG WT inh	Mito fusion act	Eya2 phos inh	USP2a block	MBNL1-CUG inh	ASM inhibitor	PKM2 act	TSHR antag	Chronic BCR inh
CCS(=O)(=O)N1CCN=C1SCc1cccc(F)c1	-3%	.	-28	2%	-1%	0%	2%	3%	.	-18	1%
C=CC[C@@H](CC(=O)N(CCO)Cc1ccccc1)C(=O)NC[C@H](OC(=O)[C@@H](CC=C)Cc1ccc(F)cc1)c1ccccc1	.	.	-7	.	-26%	-2%	.	-5%	.	-33	?
CCN(CC)c1ccc(/C=N/NC(=O)CNC(=O)c2cccs2)cc1	-1%	-13%	4	-4%	2%	1%	?	181%[activator]	4%	-20	-21%
CC[N+](C)(C)CCN(Cc1ccc(Cl)cc1)c1ccccn1	1%	1%	5	-2%	-17%	-5%	-3%	6%	0%	6	?
CCOc1ccc(CNC(=O)Cn2ccc3cc(S(=O)(=O)N4CCCC4)ccc32)cc1	8%	11%	5	-7%	-30%	-1%	-2%	-5%	1%	0	0%
CCOc1ccc(NC(=O)Cn2c(=O)n(CC3CCCO3)c(=O)c3ccccc32)cc1 (stereo unspecified)	-1%	2%	7	-4%	-10%	3%	3%	-2%	5%	8	2%
Cc1ccc(S(=O)(=O)N2CCOCC2)cc1NC(=O)CNC1CCCC1	.	.	-6	-3%	7%	-4%	0%	-2%	17%	5	-8%
C=C(C)CN1CCN(c2c(CCC#N)c(C)c(C#N)c3nc4ccccc4n23)CC1	2%	10%	-5	-7%	-5%	4%	-7%	32%	-4%	-5	-14%
NS(=O)(=O)c1ccc(CCNC(=O)c2ccc(C#CC3(O)CCCCC3)cc2)cc1	2%	-5%	9	8%	-1%	0%	-9%	5%	0%	-13	?
O=C(CC1Sc2ccccc2NC1=O)NCc1cccc(Cl)c1 (stereo unspecified)	3%	12%	12	2%	-3%	4%	-1%	-1%	29%	1	1%
COC(=O)COc1ccc(C(C2C(=O)CC(C)(C)CC2=O)C2C(=O)CC(C)(C)CC2=O)cc1	-3%	.	-4	7%	7%	2%	-12%	-2%	.	15	1%
CN(C)c1ccc(N2C(=O)CC(Nc3ccc(N4CCOCC4)cc3)C2=O)cc1 (stereo unspecified)	-3%	29%	-1	-8%	13%	1%	16%	0%	1%	-10	-1%
Cc1ccccc1NC(=S)NCCO	4%	11%	-8	-2%	12%	7%	-2%	14%	-7%	17	0%
COc1ccccc1CN1C(=O)C2CC=CCC2C1=O (stereo unspecified)	-3%	2%	7	3%	6%	3%	4%	1%	-3%	-6	-17%
O=C(Nc1csnn1)c1csnn1	-5%	0%	-1	0%	?	1%	-5%	2%	-11%	28	-7%
CC(C1CC1)N(Cc1ccccc1)C(=S)Nc1ccccc1 (stereo unspecified)	-1%	-4%	5	5%	5%	8%	-5%	-1%	5%	23	-3%
CCOC(=O)C1(Cc2ccccc2C)CCCN(C(=O)c2ccc(COC)o2)C1 (stereo unspecified)	-7%	.	6	4%	-13%	3%	-8%	1%	2%	26	?
CCSc1nnc2ccc(-c3ccc(OC)c(OC)c3)nn12	1%	?	-11	-11%	1%	4%	?	33%	5%[0.46 µM]	-8	7.9µM*
Cc1ccc(S(=O)(=O)NCCC(=O)Nc2nnc(C3CC3)s2)cc1C	-4%	3%	-5	-1%	2%	1%	-2%	-3%	0%	-4	-1%
CC(OC(=O)/C=C/c1ccco1)C(=O)Nc1cccc([N+](=O)[O-])c1 (stereo unspecified)	1%	?	-1	15%	0%	3%	?	1%	1%	4	?
Cc1ccc(SCC(=O)Nc2ccc3c(c2)C(=O)N(C)C3=O)cc1	7%	27%	11	4%	-6%	0%	39%[activator]	-1%	1%	33	22%

An excerpt; the hit share may differ from the screen's.
